tuberculosis growth – growth inhibition of non-replicating M. tuberculosis (AID 488890); Mycobacterium tuberculosis non-replicating, growth inhibition; higher % means a stronger effect; actives 0.39% (n = 320,000); one-dose inhibition, % at 25 µM; IC50 in µM for titrated hits; in the data active means a potency from the dose series; inconclusive means inhibition mostly from about 82% at the one dose, without a potency; inactive means the rest, 99 in 100 with inhibition below about 76%;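 further: plate controls were DMSO cells for no effect and high antibiotic wells for full effect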
H1N1 NS1A inhibition – NS1A inhibition, H1N1 influenza, cell based functional assay (AID 504329); NS1A functional cell-based assay, percent inhibition; higher % means a stronger effect; inhibition, % at 12.5 µM; hits with a dose series show IC50 in µM; actives 0.3% (n = 340,000); in the data active means a potency from the dose series; inconclusive means inhibition above about 27% without an active follow-up result; further: strong numbers were not always called active
H37Rv inhibition – M. tuberculosis growth inhibition, HTS (AID 449762); inhibition, % at 25 µM, or IC50 in µM where a hit was titrated; actives 0.59% (n = 330,000); M. tuberculosis H37Rv growth inhibition, 7H9 media; higher % means a stronger effect; in the data active means a potency from the dose series; inconclusive means inhibition above about 70% without an active follow-up result;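 further: bacterial growth assessed after seven days of incubation; strong numbers were not always called active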
Salmonella PhoP GFP – PhoP regulon inhibitors, Salmonella typhi PhoP promoter GFP reporter, confirmatory (AID 1850); one-dose inhibition, % at 50 µM; IC50 in µM for titrated hits; Salmonella Typhi PhoP-promoter GFP reporter, fluorescence, 4 h; higher % means a stronger effect; actives 0.33% (n = 310,000); in the data active means a potency from the dose series; inconclusive means inhibition mostly from about 25% at the one dose, without a potency; inactive means the rest, 99 in 100 with inhibition below about 19%;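 further: 0% = induced wells with vehicle and 100% = uninduced wells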
inhibitors of VEEV – inhibitors of VEEV TC-83 cytopathic effect, confirmation, Vero cells (AID 588727). one-dose inhibition, % at 20 µM; IC50 in µM for titrated hits. Vero cells, VEEV TC-83 cytopathic effect inhibition; higher % means a stronger effect. actives 0.13% (n = 350,000); in the data active means a potency from the dose series; inconclusive means inhibition mostly from about 14% at the one dose, without a potency; inactive means the rest, 99 in 100 with inhibition below about 12%; further: strong numbers were not always called active
inhibitors of VEEV 10K pilot screen – further read-out of inhibitors of VEEV, marked with its call; inhibition, %; measured here: 10K pilot screen inhibition
* marks the source's active call; other numbers are inactive results; i = inactive; ? = inconclusive; / = not tested or not shown.

SMILES	tuberculosis growth	H1N1 NS1A inhibition	H37Rv inhibition	Salmonella PhoP GFP	inhibitors of VEEV	others
CCOC(=O)c1[nH]c(C)c(C(=O)N2CCN(c3cccc(Cl)c3)CC2)c1C	40%	7%	13%	3%	i	inhibitors of VEEV 10K pilot screen=5.0
CCCCN(C(=O)c1ccc(S(=O)(=O)N2CCOCC2)cc1)C1CCS(=O)(=O)C1 (stereo not given)	-10%	-8%	3%	4%	0.9%
COc1ccc(CC(=O)Nc2ccc(N3CCOCC3)cc2)cc1OC	-8%	-1%	-4%	1%	0.1%
COc1ccccc1N(CC(=O)Nc1ccccc1C(=O)N1CCCC1)S(C)(=O)=O	/	-4%	/	/	1.1%
CC(C(=O)Nc1nc2ccccc2[nH]1)N1C(=O)C2CC=CCC2C1=O (stereo not given)	2%	17%	23%	-12%	1.7%
COC(=O)c1nc(N)sc1C	2%	2%	5%	-2%	i
Cc1ccccc1N(CC(=O)NC(C)(C)C)C(=O)CS(=O)CC(=O)Nc1ccc2c(c1)OCO2 (stereo not given)	-5%	4%	-4%	2%	2.0%
COc1c(C(=O)NNC(=O)c2ccccc2)csc1Br	0%	-8%	-3%	-3%	1.4%
COC(=O)c1cc2occc2n1Cc1cccc(C)c1	19%	1%	-3%	0%	2.5%
CC(=O)Nc1ccc2c(c1)Cc1ccc(Cl)cc1-2	/	10%	/	/	3.7%
O=C(NCN1CCOCC1)c1cnccn1	-14%	-7%	0%	-5%	1.3%
O=C(CCCc1ccccc1)NCc1ccc(F)cc1	71%	-12%	-5%	1%	0.9%
O=C(CCCN1C(=O)c2ccccc2C1=O)Nc1ccccc1C(=O)N1CCOCC1	4%	-8%	4%	-12%	i
CCOC(=O)CNc1c(-c2ccc(Cl)cc2)nc2cnccn12	64%	-7%	-7%	3%	4.7%
COc1ccc(CCn2c(S)nc3ccccc3c2=O)cc1	6%	21%	23%	-11%	0.8%
CCOc1ccc(NC(=O)CN(C)C(=O)c2cccnc2Sc2ccc(C)c(C)c2)cc1OCC	41%	-8%	-1%	-6%	3.6%
O=C1N=C(N2CCN(c3ccccc3)CC2)S/C1=C\c1cn[nH]c1-c1ccccc1	-12%	-9%	-5%	-6%	8.8%
Cc1ccc(C(=O)Nc2cccc(NC(=O)c3ccc(C)o3)n2)o1	35%	1%	-6%	-12%	0.3%
O=C(CSc1nc2ccccc2c(=O)n1NC(=O)Cc1ccccc1)NCc1ccco1	5%	18%	8%	-1%	5.2%
Cc1nc2ccccc2c(=O)n1NC(=O)c1cccc(Cl)c1	-14%	-15%	-3%	-3%	2.4%
CCOc1cccc(C(=O)Nc2cccc(C(=O)NC(C)(C)C)c2)c1	-10%	-3%	-5%	-1%	6.4%
CCC(NC(=O)c1ccccc1NC(=O)c1ccccc1)C(=O)NNC(=O)c1cccnc1 (stereo not given)	-3%	-2%	1%	5%	0.3%
O=[N+]([O-])c1cccc(N=Cc2ccccc2)c1	/	0%	/	/	1.4%
C/C(CC(=O)N1CCCC1)=N\NC(=O)c1cc2ccccc2cc1O	/	0%	0%	-18%	2.1%

3 compounds out of the list, ordered by length of the SMILES, rising:
SMILES	tuberculosis growth	H1N1 NS1A inhibition	H37Rv inhibition	Salmonella PhoP GFP	inhibitors of VEEV	others
O=[N+]([O-])c1cccc(N=Cc2ccccc2)c1	/	0%	/	/	1.4%
CCOC(=O)CNc1c(-c2ccc(Cl)cc2)nc2cnccn12	64%	-7%	-7%	3%	4.7%
O=C(CSc1nc2ccccc2c(=O)n1NC(=O)Cc1ccccc1)NCc1ccco1	5%	18%	8%	-1%	5.2%

Further records follow:
SMILES	tuberculosis growth	H1N1 NS1A inhibition	H37Rv inhibition	Salmonella PhoP GFP	inhibitors of VEEV	others
Cc1cccc(NC(=O)c2ccccc2OCC(=O)c2ccccc2)c1	3%	1%	-4%	-2%	2.5%
COc1ccc(-c2cc(C(=O)O)sc2C)cc1	7%	-5%	2%	4%	0.5%
Cc1cc(Nc2cccc(F)c2)n2nc(C)nc2n1	10%	0%	8%	19%	0.9%
Cc1cc(=O)n2nc(N3CCC(C(=O)NCc4ccc(F)cc4)CC3)sc2n1	23%	-6%	6%	5%	0.4%
CC(=O)OC1CC(c2cc(C(C)(C)C)c(O)c(C(C)(C)C)c2)=NO1 (stereo not given)	-1%	-2%	5%	12%	i
CCCn1c(SC(C)C(=O)NC2CC2)nnc1-c1ccncc1 (stereo not given)	-12%	5%	-10%	/	0.9%
CN(C)S(=O)(=O)c1ccc(C(=O)NCC(=O)N/N=C/c2ccccc2)cc1	8%	0%	-2%	-5%	1.1%
CCn1c(Cn2nnc(-c3ccccc3)n2)nnc1SCC(=O)Nc1cccc(C)c1C	6%	-10%	-4%	-8%	0.3%
COC(=O)c1ccc(N2CCN(C)CC2)c(NC(=O)c2ccc(-c3ccc(Cl)cc3)o2)c1	2%	-4%	-5%	3%	5.6%
O=S(=O)(Nc1ccc(N2CCOCC2)cc1)c1ccc(Cl)s1	9%	5%	-3%	-1%	4.7%
Fc1ccc(CSc2nc3ccccc3[nH]2)cc1	69%	-2%	-15%	20%	i
Cn1c(SCC#N)nc2ccccc2c1=O	0%	-11%	-1%	0%	i
CCCN(CCC)CCCNC(=O)c1ccc2c(c1)N(CC)C(=O)c1ccccc1S2=O (stereo not given)	-9%	0%	-3%	-7%	i
COc1cc(-c2noc(C)c2C(=O)NCCCN2CCCC2=O)cc(OC)c1OC	6%	15%	6%	/	i
CCOC(=O)C1(CCOc2ccccc2)CCN(C2Cc3ccccc3C2)CC1	24%	9%	65%	1%	0.4%
COC(=O)C(NC(C)=O)(Nc1sc2c(c1C(N)=O)CCCC2)C(F)(F)F (stereo not given)	-1%	1%	2%	-6%	0.0%
Cn1cc(Br)c(C(=O)N2CCCCCC2)n1	/	-4%	/	/	i
CCCCNC(=S)N(CCN(CC)CC)Cc1cc2cc3c(cc2[nH]c1=O)OCO3	-1%	2%	4%	-1%	0.1%
COCCNC(=O)c1cc(S(=O)(=O)N2CCCCC2)ccc1N1CCOCC1	9%	-3%	3%	-5%	1.4%
COc1ccc(Sc2nc(-c3ccccn3)ncc2OC)cc1	80%	7%	?	3%	8.1%
CC(C)Oc1ncnc2c1[nH]c1ccccc12	19%	3%	7%	0%	0.6%
CN(Cc1nccn1C)C(=O)c1ccc2nc(Cc3ccccc3F)oc2c1	-3%	0%	-2%	2%	1.9%
CCCCN(Cc1cc2cc(OC)ccc2[nH]c1=O)C(=O)c1ccco1	7%	3%	-3%	6%	7.9%
CC(=O)NCCn1c(SCC(=O)NCCC(C)C)nc2ccccc2c1=O	2%	3%	-2%	-10%	1.4%
CCOC1CCCCC1NS(=O)(=O)c1ccc(Cl)cc1 (stereo not given)	-7%	7%	3%	-1%	0.4%
O=C(O)c1ccccc1N(Cc1ccccc1)C(=O)CO/N=C/c1ccccc1	-1%	5%	-1%	-3%	0.6%
O=C(CCC(=O)c1ccccc1)Nc1ccccc1	32%	/	-4%	4%	0.3%
Cc1cc(C(=O)NCC(c2cccs2)N2CCOCC2)ccc1[N+](=O)[O-] (stereo not given)	6%	-10%	-7%	-9%	8.7%
COc1cccc(-n2c(SCC(=O)NCCC3=CCCCC3)nc3n[nH]c(C)c3c2=N)c1	-8%	/	-6%	1%	/
O=C(CNC(=O)c1ccc(Br)cc1)NCC(=O)OCc1ccc(Cl)cc1	58%	-7%	25%	-10%	0.1%
O=C(Nc1nnc(C2=COCCO2)o1)c1ccc([N+](=O)[O-])cc1	?	-8%	?	-9%	0.1%
O=C(O)CC(Cc1ccc(Cl)cc1)C(=O)Nc1ccc([N+](=O)[O-])cc1 (stereo not given)	/	-11%	5%	-5%	1.0%	inhibitors of VEEV 10K pilot screen=1.5
Cc1cccc(-n2c(=O)c3c(n4cnnc24)-c2ccccc2CC32CCCCC2)c1	21%	5%	12%	3%	6.5%
O=C(Nc1ccc(S(=O)(=O)N2CCCC2)cc1)c1cccnc1	0%	-2%	-6%	26%	1.9%
O=c1[nH]cc(NCCc2ccccc2)c(=O)[nH]1	8%	-7%	-3%	3%	2.0%
COc1ccc(-n2cc(-c3ccccc3)c3c(NCCOCCO)ncnc32)cc1	8%	21%	4%	-4%	14%
COc1ccc(CN(C)C(=O)/C=C/c2ccc(S(=O)(=O)N3CCOCC3)cc2)cc1F	/	-2%	/	/	4.4%
COc1cc2c(cc1OC)C(C)N(C(=O)c1sccc1C)CC2 (stereo not given)	-10%	5%	-7%	1%	i
C=CCNCC#CCOc1ccc(OC)cc1	40%	-12%	-11%	-3%	i
CC1SC(=NC(=O)c2ccco2)NC1=O (stereo not given)	-6%	-5%	1%	0%	2.4%
Cn1ccc(C(=O)N/N=C/c2ccncc2)n1	/	25%	/	/	0.3%
Cc1cc(OC2CCCCC2)nc(NCc2ccccc2)n1	30%	/	2%	-3%	0.2%
Cc1ccc(NC(=O)CCn2cccc2)cc1	55%	2%	26%	-11%	4.9%
CCCn1nc2cc(C(=O)NCCc3ccc(C)cc3)ccc2c1OCC	0%	-5%	3%	-36%	6.3%
Cc1nc(N(C)Cc2ccccc2)c2nnn(Cc3ccccc3)c2n1	10%	9%	-6%	-1%	4.8%
CC(=O)c1cccc(NC(=O)c2ccc(NC(=O)CCS(=O)(=O)c3cccs3)cc2)c1	-16%	-3%	0%	11%	3.1%
CC1CN(C(=S)NC(=O)c2ccc([N+](=O)[O-])cc2)CC(C)O1 (stereo not given)	-14%	-5%	?	2%	6.0%
CSc1ccccc1C(=O)NCCSc1ccc(C)cc1	63%	-1%	-3%	-1%	2.3%
Cc1cc(C(=O)COC(=O)c2ccc(Br)o2)c(C)n1C	?	18%	9%	-3%	1.7%
CSc1nsc(SCC(=O)Nc2c(C)n(C)n(-c3ccccc3)c2=O)n1	3%	-2%	-11%	-3%	i
COc1ccc(NC(=O)CSc2nnc(C)s2)cc1S(=O)(=O)N1CCOCC1	-4%	-14%	3%	/	0.9%
Cc1ccccc1CCNC(=O)C1CCN(S(=O)(=O)c2ccc(-n3cnnn3)cc2)CC1	/	10%	/	/	0.7%
Cc1ccc(Cl)cc1NC(=S)N(CCCN1CCOCC1)Cc1ccccn1	7%	10%	12%	-7%	0.2%	inhibitors of VEEV 10K pilot screen=1.5
CCN1C[C@@H]2[C@@H]3C(=O)N(C)C(=O)[C@@H]3[C@](CC)(C1=O)N2C(=O)c1ccc(F)cc1	/	11%	/	/	2.6%
CCN(CC)c1ccc(/C=N/NC(=O)CNC(=O)c2ccc3c(c2)OCCO3)cc1	71%	3%	-6%	1%	3.2%
Cc1ccc(NC(=O)CSc2nnc(CNC(=O)c3c(F)cccc3Cl)o2)cc1	28%	7%	-8%	4%	i
O=C(c1ccccc1)c1ccc(Oc2ncccn2)cc1	18%	-3%	-2%	-2%	6.6%
CCOC(=O)C(Cc1c(F)cccc1F)(NC(C)=O)C(=O)OCC	2%	-1%	1%	-4%	4.0%
N#Cc1ccc(C(=O)NC(=S)N2CCN(C=O)CC2)cc1	4%	0%	4%	/	3.2%
Cc1ccc(NC(=O)COC(=O)CCc2ccc(S(=O)(=O)N3CCOCC3)cc2)cc1F	-3%	3%	2%	-4%	0.1%	inhibitors of VEEV 10K pilot screen=0.7
(listing goes on)
SMILES	tuberculosis growth	H1N1 NS1A inhibition	H37Rv inhibition	Salmonella PhoP GFP	inhibitors of VEEV	others
Cc1ccc(NC(=O)CSc2nn3c(=O)c(C)nnc3s2)cc1Cl	11%	12%	5%	7%	11%
N#Cc1ccc(C(=O)N2CCN(S(=O)(=O)c3ccc(Cl)s3)CC2)cc1	14%	-10%	-6%	/	i
O=C(Cn1cc(Br)ccc1=O)Nc1ccc2c(c1)OCO2	16%	-4%	-3%	/	0.1%
CC12CCC(=O)C=C1CCC1C2C(O)CC2(C)C1CCC2(O)C(=O)CO (stereo not given)	2%	9%	8%	-3%	0.1%
COc1ccc(NC(=O)CN2CCN(C(=S)NC3CCCC3)CC2)cc1	10%	7%	6%	-8%	i
Cc1ccc(NC(=S)N2CCCC(c3nc4ccc(C)cc4[nH]3)C2)c(C)c1 (stereo not given)	0%	-2%	-7%	1%	i
CCOC(=O)c1c(NC(=O)c2cccnc2)sc(C)c1C	26%	-6%	7%	-1%	0.3%

Filtered by structure: the entries above containing a tert-butyl group
SMILES	tuberculosis growth	H1N1 NS1A inhibition	H37Rv inhibition	Salmonella PhoP GFP	inhibitors of VEEV	others
Cc1ccccc1N(CC(=O)NC(C)(C)C)C(=O)CS(=O)CC(=O)Nc1ccc2c(c1)OCO2 (stereo not given)	-5%	4%	-4%	2%	2.0%
CCOc1cccc(C(=O)Nc2cccc(C(=O)NC(C)(C)C)c2)c1	-10%	-3%	-5%	-1%	6.4%
CC(=O)OC1CC(c2cc(C(C)(C)C)c(O)c(C(C)(C)C)c2)=NO1 (stereo not given)	-1%	-2%	5%	12%	i

Screening data deposited in PubChem BioAssay by Southern Research Specialized Biocontainment Screening Center.
